# POLH inh = inhibitors of human DNA polymerase eta | Q9Y253 | recombinant Pol eta, fluorescent DNA replication assay | 390,000 compounds, 1.2% hits | Potency, µM (highest dose often 114 µM), for inactives: top-dose activity change, negative = inhibition, hits mostly inhibitors; further: on the % scale 0 is the no-effect control and ±100 the full control effect
#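 Pol eta (10 nM) was preincubated with compounds for 15 min at room temperature, after which fluorescent replication substrate (50 nM final) was added to start the reaction. Fluorescence was read kinetically at 0 and 10 min.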
# POLK inh = DNA polymerase kappa (human) inhibition; purified Pol kappa, fluorescent DNA synthesis assay, 10 min; AID 588579; Potency, µM (series often up to 107 µM), without a hit: at the highest dose activity, negative = inhibition, usual class: inhibitors; Q9UBT6; 400,000 compounds, 0.53% hits; further: on the % scale 0 is the no-effect control and ±100 the full control effect
#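 50 nM final substrate added after 15 min RT preincubation of 10 nM Pol kappa with compound; fluorescence read at 0 and 10 min.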
# BAZ2B block = inhibitors of human BAZ2B bromodomain; Q9UIF8; AlphaScreen BAZ2B-H3K14Ac peptide displacement; Potency, µM (highest dose often 114 µM), inactives show at the highest dose activity change, negative = inhibition, usual class: inhibitors; 360,000 compounds, 4.4% hits; AID 504333; further: on the % scale 0 is the no-effect control and ±100 the full control effect; nearly all actives have a fitted effect of over 60% in size
#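 Compounds, titrated to a top concentration of 110 uM, were incubated 30 min at room temperature with preformed BAZ2B/acetyl-K14 H3 peptide complex (50 nM each). Proximity signal was measured by AlphaScreen after 20 min with beads.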
# G9a block = G9a (human) methyltransferase inhibition | G9a H3K9 monomethylation, AlphaScreen, 2 h | Q96KQ7 | 350,000 compounds, 8.8% hits | Potency, µM (top dose mostly 102 µM), inactives show top-dose activity, negative = inhibition, most hits filed as inhibitors | AID 504332; further: on the % scale 0 is the no-effect control and ±100 the full control effect; nearly all actives have a fitted effect of over 75% in size
#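 Readings reflect AlphaScreen signal from monomethyl-H3K9 antibody detection. HMT at 20 nM; substrate b-H3K9 500 nM; cofactor SAM 20 uM; 2 h RT reaction; compounds tested as titrations in qHTS with 15 min preincubation.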
# BLM inh = blocks DNA unwinding by human BLM helicase; P54132; recombinant BLM DNA unwinding, fluorescence dequenching; Potency, µM (titrated, usually from 56.1 µM), inactives show at the top dose activity change, negative = inhibition, most hits filed as inhibitors; 350,000 compounds, 0.2% hits;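 further: plate controls were vehicle for no effect and no enzyme for full effect; nearly all actives have a fitted effect of over 35% in size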
# Target sequence (P54132 whole entry, looked up): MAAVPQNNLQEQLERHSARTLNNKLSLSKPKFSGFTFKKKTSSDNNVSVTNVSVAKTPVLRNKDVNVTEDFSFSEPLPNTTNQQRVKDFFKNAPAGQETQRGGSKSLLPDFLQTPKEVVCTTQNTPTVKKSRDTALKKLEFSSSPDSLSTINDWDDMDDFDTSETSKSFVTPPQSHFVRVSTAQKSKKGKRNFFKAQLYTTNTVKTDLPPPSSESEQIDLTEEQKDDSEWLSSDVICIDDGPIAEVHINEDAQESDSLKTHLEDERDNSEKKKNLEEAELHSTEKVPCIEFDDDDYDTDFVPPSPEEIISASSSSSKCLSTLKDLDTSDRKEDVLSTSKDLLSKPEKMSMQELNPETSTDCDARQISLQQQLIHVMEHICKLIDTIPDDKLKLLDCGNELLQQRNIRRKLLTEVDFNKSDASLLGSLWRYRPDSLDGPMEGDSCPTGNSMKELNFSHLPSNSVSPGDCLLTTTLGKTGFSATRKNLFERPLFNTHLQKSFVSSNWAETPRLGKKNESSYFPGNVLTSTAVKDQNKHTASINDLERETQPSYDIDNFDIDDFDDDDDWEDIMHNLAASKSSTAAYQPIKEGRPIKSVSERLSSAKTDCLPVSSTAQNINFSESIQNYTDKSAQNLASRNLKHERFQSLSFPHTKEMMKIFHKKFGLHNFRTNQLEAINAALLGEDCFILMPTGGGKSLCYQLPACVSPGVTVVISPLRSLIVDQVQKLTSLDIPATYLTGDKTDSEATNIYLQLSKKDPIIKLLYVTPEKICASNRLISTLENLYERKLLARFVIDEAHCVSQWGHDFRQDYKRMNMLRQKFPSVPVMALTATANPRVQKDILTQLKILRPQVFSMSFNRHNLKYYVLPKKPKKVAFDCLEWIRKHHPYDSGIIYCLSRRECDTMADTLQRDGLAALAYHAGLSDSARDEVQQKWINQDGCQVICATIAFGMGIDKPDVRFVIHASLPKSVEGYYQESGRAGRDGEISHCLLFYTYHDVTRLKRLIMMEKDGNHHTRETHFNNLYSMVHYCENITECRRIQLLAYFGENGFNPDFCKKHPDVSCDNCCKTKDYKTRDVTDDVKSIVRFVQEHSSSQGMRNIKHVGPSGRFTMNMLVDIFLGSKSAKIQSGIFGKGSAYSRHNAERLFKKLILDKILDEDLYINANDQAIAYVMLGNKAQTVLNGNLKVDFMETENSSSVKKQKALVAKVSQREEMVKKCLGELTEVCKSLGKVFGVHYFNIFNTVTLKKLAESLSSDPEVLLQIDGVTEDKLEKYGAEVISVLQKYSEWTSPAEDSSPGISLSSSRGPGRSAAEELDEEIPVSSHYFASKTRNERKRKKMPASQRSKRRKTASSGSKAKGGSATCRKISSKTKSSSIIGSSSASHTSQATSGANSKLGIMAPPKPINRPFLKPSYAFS
# APEX1 inh = inhibitors of human APE1 endonuclease. P27695. recombinant APE1, TAMRA/BHQ-2 abasic DNA cleavage fluorescence. Potency, µM (titrated, usually from 65.8 µM), without a hit: top-dose activity change, negative = inhibition, usual class: inhibitors. 350,000 compounds, 0.35% hits. AID 2517;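 further: plate controls were vehicle for no effect and reference inhibitor for full effect; nearly all actives have a fitted effect of over 55% in size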
#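 Enzyme (0.75 nM final) and test compound are incubated 15 min at room temperature before adding 50 nM quenched THF abasic-site duplex. Cleavage dequenches TAMRA, followed at 525/598 nm over three reads one minute apart.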
# Pol beta inh = inhibitors of human DNA polymerase beta. Potency, µM (highest dose often 114 µM), inactives show at the top dose activity change, negative = inhibition, actives largely listed as inhibitors. P06746. 340,000 compounds, 1.3% hits. Pol beta primer extension/strand displacement, fluorescence kinetic. AID 485314; further: on the % scale 0 is the no-effect control and ±100 the full control effect
#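 Homogeneous kinetic assay of primer extension and strand displacement by 10 nM Pol beta, preincubated 15 min at room temperature with compound before 50 nM substrate (final) was added. Read at 0 and 10 min; four-parameter Hill fit.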
# Anesthetic bind = binds horse apoferritin like a general anesthetic | apoferritin/1-aminoanthracene competitive binding, fluorescence | Potency, µM (series often up to 77.5 µM), inactives show top-dose activity change, negative = displacement, actives largely listed as inhibitors | 350,000 compounds, 0.074% hits | AID 485281; further: on the % scale 0 is the no-effect control and ±100 the full control effect; nearly all actives have a fitted effect of over 20% in size
#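 In PBS, apoferritin at 10 uM is loaded with 1-AMA from a 50% saturated solution. After 10 min of compound exposure at ambient temperature, reduced 535 nm fluorescence indicates probe displacement.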
# Pol iota inh = inhibitors of human DNA polymerase iota | 390,000 compounds, 1% hits | Potency, µM (highest dose often 115 µM), for inactives: at the top dose activity, negative = inhibition, hits mostly inhibitors | Q9UNA4 | Pol iota fluorescent replication assay, 10 min
#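 Fluorescent replication assay read twice, at 0 min and 10 min after adding 50 nM (final) substrate. Enzyme (10 nM) and compounds were first incubated 15 min at room temperature; enzyme-free buffer wells were negative controls.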
# The depositor's hits bear a star; ? = inconclusive; nt = no result given; [ ] = remark or other dose. The call rests on the fitted dose curve; in most records, active means well fitted curve in the direction sought with a large enough effect; inconclusive means small, poorly fitted or top-dose-only effect, or another doubt; inactive means no such curve, though single readings can be large; an effect the other way counts as inactive or inconclusive. Potency means the concentration at half of the fitted maximal effect.
SMILES,POLH inh,POLK inh,BAZ2B block,G9a block,BLM inh,APEX1 inh,Pol beta inh,Anesthetic bind,Pol iota inh
CN(C)c1ccc(CN(CC2CCCO2)C(=O)c2cccs2)cc1 (stereo unspecified),-8%,8%,?,?,-3%,18%,33%,-5%,10%
CC(=O)N1CCc2c(sc(NC(=O)Cc3ccccc3)c2C#N)C1,-22%,3%,-2%,-4%[59 µM],-2%,4%,25%,-1%,23%
COc1ccccc1N=C1SCC(=O)N1c1ccccc1OC,-3%,-2%,-3%,28µM*,-1%,5%,8%,-6%,4%
O=C(OCC(=O)N1CCc2ccccc21)c1cccnc1,1%,-3%,-18%,?,2%,-1%,0%,-8%,-11%
Cc1ccc(S(=O)(=O)NC(Cc2ccc(Cl)cc2)C(=O)O)cc1 (stereo unspecified),2%,7%,-1%,16%,-3%,25%,1%,10%,-3%
COC(=O)CSC1=C(C#N)C(c2sccc2C)CC(=O)N1 (stereo unspecified),-19%,0%,7%,?,-12%,15%,45%,3%,14%
COc1ccc(-n2c(=O)c3sc4ccccc4c3n(Cc3ccccc3)c2=O)cc1,-8%,-8%,-8%,-29%[59 µM],-7%,nt,8%,-3%,51%[activator]
O=c1c(/C=N/Nc2ccccc2)c(Sc2nnnn2-c2ccccc2)nc2ccccn12,-2%,-2%,7%,-13%[12.7 µM],-2%,0%,-1%,-7%,4%
CCn1c(SCC(=O)Nc2ccc3c(c2)OCCO3)nnc1-c1ccncc1,-17%,-3%,5%,?,1%,24%[12.4 µM],0%,-2%,47%[activator]
O=C1NC2=C(C(=O)CCC2)C(c2cccc([N+](=O)[O-])c2)N1 (stereo unspecified),6%,2%,6%,nt,-3%,1%,50%,-6%,80%[activator]
CSc1cccc(NC(=O)CN(c2cccc(C)c2)S(C)(=O)=O)c1,6%,-12%,-2%,11%,-6%,-3%,2%,-16%,3%
OC(c1cc(-c2ccc(Cl)cc2)nc2ccccc12)C1CCCCN1 (stereo unspecified),-2%,2%,-19%,4%,7%,1%,-2%,2%,-21%
O=C(Nc1cnc2ccccc2c1)C1COc2ccccc2O1 (stereo unspecified),-2%,1%,10%,8%,-4%,?,-8%,?,9%
CN(CCOc1ccccc1)C(=O)c1ccc(OC2CCN(C(=O)C3CC3)CC2)cc1,8%,1%,-18%,nt,-19%,-2%,21%,-9%,1%
Cc1occc(=O)c1OCc1ccc(F)cc1,-8%,-12%,-1%,-6%,-1%,21%,-2%,0%,9%
COc1ccc(C2CC(=O)c3cnn(-c4nc(C)cc(C)n4)c3C2)cc1OC (stereo unspecified),-9%,-22%,-17%,-3%,-7%,7%,-11%,-7%,83%[activator]
CCN(CC)C(=O)c1cnn(-c2ccc(F)cc2)c1-n1cccc1,-3%,8%,-16%,1%[59 µM],0%,nt,28%,-13%,11%
CC[C@@]1(C(=O)OC)N[C@H](CN(C)C(=O)Nc2ccccc2)[C@@H]2C(=O)N(Cc3ccccc3)C(=O)[C@@H]21,-16%,12%,nt,nt,nt,21%,nt,nt,37%
S=C(NCCCN1CCOCC1)Nc1ccc(Cl)c(Cl)c1,-11%,-2%,3%,-3%[59 µM],2%,4%,14%,3%,30%
Nc1cc(Cl)ccc1N1CCCCC1,-17%,-16%,-14%,1%,-6%,-1%,-7%,?,8%
O=c1oc2ccccc2cc1-c1csc(NN=C2CCCCC2)n1,-8%,-2%,4%,nt,-8%,1%,34%,-14%,-20%
Cc1cccc(NC(=O)CSc2nc3c(c(=O)[nH]2)CCCC3)c1C,2%,-5%,2%,?,-1%,-2%,7%,-8%,22%
O=C1CC(c2ccccc2)Cc2[nH]c(=O)c(-c3nc(-c4cccc(Cl)c4)cs3)cc21 (stereo unspecified),-11%,13%,12%,17%[59 µM],-8%,nt,2%,-8%,27%
Cc1ccc(C(=O)N(CC(=O)NC2CCCC2)c2ccccc2Cl)s1,-15%,-10%,1%,5%,-2%,10%,77%,?,134%[activator]
COc1cccc(/C=C/c2nc3c(cnn3-c3ccccc3)c(=O)[nH]2)c1,6%,6%,-2%,10%,-1%,-1%,-2%,-6%,3%
CC1=CC(c2ccc(Cl)cc2)n2nc(NC(=O)CCCC(=O)O)nc2N1 (stereo unspecified),-1%,-24%,?,50µM*,-5%,8%,4%,81%[activator],9%
O=C(C1=C(O)C(=O)N(CCc2ccccc2)C1c1cccnc1)c1ccco1 (stereo unspecified),-2%,-4%,?,?,-2%,-5%,18%,-23%,12%
CCOC(=O)N1CCN(C2=C(NS(=O)(=O)c3ccccc3)C(=O)c3ccccc3C2=O)CC1,-14%,-4%,32µM*,35µM*,-5%,-14%,0%,?,?
CCCCN(CC)CCCNC(=O)C1CCN(c2ncnc3c2sc2cccc(F)c23)CC1,-16%,-11%,2%,?,32%[activator],-4%,3%,-18%,91%[activator]
CCCN(CCC)S(=O)(=O)c1ccc(NC(=O)c2cc(C(=O)OC)cc([N+](=O)[O-])c2)cc1,-15%,-4%,9%,-4%[59 µM],0%,-3%,17%,-16%,7%
O=C1CSC(c2ccccn2)N1c1ccccc1 (stereo unspecified),-8%,-2%,5%,15%[12.7 µM],-1%,12%,38%,-6%,10%[58.9 µM]
CCCN1C=CC(=C/C=C(\C#N)C(=O)OCC)C=C1,nt,nt,50µM*,?,-4%,12%,63%,-13%,nt
COCCNC(=S)N1CCN(c2nc(-c3ccc(Cl)cc3)cs2)CC1,-9%,-7%,-31%,?,-8%,21%,4%,-9%,22%
O=C(CN1CCN(Cc2ccccc2Cl)CC1)N/N=C/c1cccs1,6%,-4%,-14%,0%,-4%,1%,3%,6%,9%
Cc1ccc(C(=O)Nc2nc(-c3ccccc3)c(-c3ccccc3)o2)cc1,-22%,-2%,-36%,?,-7%,-2%,3%,-11%,10%
Cc1ccc(NC(=O)Cc2coc3c(C)c(C)ccc23)cc1Cl,2%,-5%,-5%,-20%[59 µM],-6%,nt,?,-7%,?
CCC(=O)c1ccc(OCC(O)CNCc2ccc(F)cc2)cc1 (stereo unspecified),-3%,-1%,1%,17%,-9%,1%,9%[57.1 µM],-5%,?
S=C(NCC1CCCCC1)Nc1cccnc1,-8%,-5%,-6%,28%[59 µM],-7%,2%,-10%,-8%,4%
O=C(Nc1cccc(C(=O)NC2CCCCC2)c1)c1ccccc1,-23%,5%,10%,18%[59 µM],-1%,-11%[12.4 µM],2%,-10%,3%
CCOc1ccc(NC(=O)CN(C)C(=O)CN2C(=O)C3CCCCC3C2=O)cc1OCC (stereo unspecified),-12%,8%,-4%,36%[12.7 µM],nt,40%,nt,nt,2%
COc1ccccc1OCCNC(=O)C1CCN(C(C)=O)CC1,-12%,-12%,-1%,?,0%,23%,28%,-5%,101%[activator]
COc1ccc(-c2ccc(-c3noc(C(C)C)n3)c(OC)n2)cc1,-19%,-3%,nt,29%[59 µM],-6%,?,11%,-19%,-5%
Cc1ccc(S(=O)(=O)/N=C(/Nc2nc(C)cc(C)n2)N2CCOCC2)cc1,2%,2%,18%,5%,0%,11%,12%,-5%,21%
COc1cccc(N(CC(=O)NCC2CCCO2)C(=O)CCC(=O)Nc2nccs2)c1 (stereo unspecified),3%,9%,0%,-3%,-2%,5%,-24%,-8%,41%[activator]
COc1ccccc1NS(=O)(=O)c1ccc(C(=O)N2CCN(c3ccccn3)CC2)cc1,-9%,-19%,nt,nt,nt,-2%,nt,nt,1%

# Record cards, from the list above.
# Results for `O=C(CN1CCN(Cc2ccccc2Cl)CC1)N/N=C/c1cccs1` → POLH inh: 6%; POLK inh: -4%; BAZ2B block: -14%; G9a block: 0%; BLM inh: -4%; APEX1 inh: 1%; Pol beta inh: 3%; Anesthetic bind: 6%; Pol iota inh: 9%
# Results for `S=C(NCC1CCCCC1)Nc1cccnc1` → POLH inh: -8%; POLK inh: -5%; BAZ2B block: -6%; G9a block: 28%[59 µM]; BLM inh: -7%; APEX1 inh: 2%; Pol beta inh: -10%; Anesthetic bind: -8%; Pol iota inh: 4%

# Part of the list above in order of length of the SMILES, smallest number first:
SMILES,POLH inh,POLK inh,BAZ2B block,G9a block,BLM inh,APEX1 inh,Pol beta inh,Anesthetic bind,Pol iota inh
O=C1CSC(c2ccccn2)N1c1ccccc1 (stereo unspecified),-8%,-2%,5%,15%[12.7 µM],-1%,12%,38%,-6%,10%[58.9 µM]
CCCN1C=CC(=C/C=C(\C#N)C(=O)OCC)C=C1,nt,nt,50µM*,?,-4%,12%,63%,-13%,nt
COc1ccc(-c2ccc(-c3noc(C(C)C)n3)c(OC)n2)cc1,-19%,-3%,nt,29%[59 µM],-6%,?,11%,-19%,-5%
COc1cccc(N(CC(=O)NCC2CCCO2)C(=O)CCC(=O)Nc2nccs2)c1 (stereo unspecified),3%,9%,0%,-3%,-2%,5%,-24%,-8%,41%[activator]

# Next part:
SMILES,POLH inh,POLK inh,BAZ2B block,G9a block,BLM inh,APEX1 inh,Pol beta inh,Anesthetic bind,Pol iota inh
O=C(NCCCCNC(=O)c1cccnc1)c1cccnc1,-7%,-2%,-3%,7%[12.7 µM],2%,0%,12%,0%,-6%
O=C(CCCc1nc2ccccc2s1)N1CCN(c2ccccc2F)CC1,-11%,5%,-2%,17%,4%,12%,1%,-2%,3%
CCOc1ccccc1N1CC(c2nc3ccccc3n2CCOc2ccccc2)CC1=O (stereo unspecified),-13%,-3%,-20%,3%[59 µM],-5%,nt,-12%,57%[activator],15%
CCCNS(=O)(=O)c1ccc(OCC(=O)NCc2ccco2)cc1,-6%,-4%,-2%,8%[59 µM],-2%,-3%,?,3%,-4%
CCOc1ccc(-n2c(SCC(=O)N3CCCCC3)nc3c([nH]c4ccccc43)c2=O)cc1,-9%,-2%[60.1 µM],-1%,7%[59 µM],0%,nt,-14%,4%,25%
COC(=O)c1c(NC(=O)Cc2ccccc2)sc2c1CC(C)(C)NC2(C)C,-13%,-6%,-8%,nt,2%,-2%,67%,-15%,4%
COc1ccc2c(c1)c(C(C)=O)c(C)n2CCc1ccccc1,-12%,-14%,1%,14%[0.501 µM],-3%,-25%,?,0%,-15%
CC(=O)Nc1c2c(nn1-c1ccc(C)cc1)CSC2,6%,-12%,-15%,37%,1%,4%,2%,-18%,?
Cc1n[nH]c(=O)nc1N/N=C/c1cccs1,-2%,6%,18µM*,16%,2%,15%,0%,-12%,36%

# Screening results deposited in PubChem BioAssay by National Center for Advancing Translational Sciences (NCATS).

# These rows are one share of the data; count on the stated rates, not on these rows.
